Bcl-W Bim block: disrupts Bim peptide binding to human Bcl-W. inhibition, % at 10 µM. bead-based flow cytometry. hit rate 0.02% among 190,000. Q92843. AID 952;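 also: 0% = bound tracer without compound and 100% = peptide blocker; higher means less fluorescent Bim peptide bound to Bcl-W beads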
Target sequence (Q92843 whole entry, looked up): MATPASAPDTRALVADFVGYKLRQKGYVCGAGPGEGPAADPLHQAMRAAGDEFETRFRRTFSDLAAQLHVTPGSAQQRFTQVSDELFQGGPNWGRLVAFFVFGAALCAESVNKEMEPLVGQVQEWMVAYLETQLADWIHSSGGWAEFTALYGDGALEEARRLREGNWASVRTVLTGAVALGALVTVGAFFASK
Bim-Bcl-XL: disrupts Bim peptide binding to human Bcl-XL. Q07817. bead flow cytometry, fluorescence. inhibition, % at 10 µM. hit rate 0.04% among 190,000
Target sequence (Q07817 whole entry, looked up): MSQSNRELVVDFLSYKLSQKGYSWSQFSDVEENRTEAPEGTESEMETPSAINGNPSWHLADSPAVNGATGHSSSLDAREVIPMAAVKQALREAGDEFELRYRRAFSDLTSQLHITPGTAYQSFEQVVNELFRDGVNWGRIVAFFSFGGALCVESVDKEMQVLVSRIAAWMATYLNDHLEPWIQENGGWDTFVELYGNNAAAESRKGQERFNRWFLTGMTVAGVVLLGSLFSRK
Bim-Bfl-1: human Bim-Bfl-1 interaction inhibition | Q16548 | Bead-based flow cytometry, Bim-Bfl-1 binding inhibition | inhibition, % at 10 µM | hit rate 0.12% among 190,000 | AID 1008;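 also: 0% = wells without compound plus tracer and 100% = blocker peptide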
Mcl1-Bid inh: Mcl-1/Bid interaction inhibition; TR-FRET Mcl-1/Bid-Dy647 peptide binding, 1536-well; inhibition, % at 21.7 µM; hit rate 0.97% among 220,000; AID 1021;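 active = compounds that cut the binding signal by more than half at the single screening dose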;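 also: His-tagged Mcl-1 with europium anti-His antibody binding Bid BH3 peptide; 0% = Mcl-1 plus peptide wells and 100% = peptide-only wells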
RGS4-Gao reg: human RGS4-Galphao interaction regulation; Multiplexed bead flow cytometry, RGS4-Galphao binding; actives lie on both sides; binding response (% of control), % at 10 µM; hit rate 0.33% among 220,000; in the data active = binding response below about 49% or above about 150%; inactive = in between;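 also: fluorescent Galphao activated with aluminum fluoride binding bead-coupled RGS4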
RGS7-Gao reg: regulators of human RGS7-Galphao interaction; P09471; hit rate 0.35% among 220,000; Multiplexed bead flow cytometry, RGS7-Galphao binding; actives lie on both sides; binding response (% of control), % at 10 µM; in the data active = binding response below about 49% or above about 150%; inconclusive = no clear call, values can overlap the other calls; inactive = in between;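 also: fluorescent Galphao held in activated GDP-AlF4 state binding bead-coupled RGS7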
Bim-Bcl-B: human Bim-Bcl-B interaction inhibition; inhibition, % at 10 µM; bead-based flow cytometry, Bim peptide-Bcl-B binding; hit rate 0.073% among 190,000; AID 951;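 also: 0% = tracer peptide without compound and 100% = reference inhibitor peptide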
Target sequence (Q9HD36 whole entry, looked up): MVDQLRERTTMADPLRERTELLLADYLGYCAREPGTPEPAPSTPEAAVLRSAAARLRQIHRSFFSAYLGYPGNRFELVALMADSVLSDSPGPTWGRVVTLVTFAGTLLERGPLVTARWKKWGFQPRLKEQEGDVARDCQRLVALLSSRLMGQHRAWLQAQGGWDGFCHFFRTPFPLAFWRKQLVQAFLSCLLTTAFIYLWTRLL
RGS8-Gao: human RGS8-Galphao interaction regulation. P09471. multiplexed bead flow cytometry, RGS8-Galphao binding; actives lie on both sides. response (percent of control binding), % at 10 µM. hit rate 0.34% among 220,000. AID 1423; in the data active = response below about 60% or above about 140%; inactive = in between;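 also: Galphao activated as the GDP aluminium fluoride complex binding bead-coupled RGS8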
Bim-Bcl-2: human Bim-Bcl-2 interaction inhibition; P10415; Bead-based flow cytometry, Bim peptide-Bcl-2 binding; inhibition, % at 10 µM; hit rate 0.06% among 190,000; in the data active = inhibition above about 40%; inconclusive = no clear call, values can overlap the other calls;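 also: 0% = no compound wells with probe peptide and 100% = reference peptide inhibitor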
Target sequence (P10415 whole entry, looked up): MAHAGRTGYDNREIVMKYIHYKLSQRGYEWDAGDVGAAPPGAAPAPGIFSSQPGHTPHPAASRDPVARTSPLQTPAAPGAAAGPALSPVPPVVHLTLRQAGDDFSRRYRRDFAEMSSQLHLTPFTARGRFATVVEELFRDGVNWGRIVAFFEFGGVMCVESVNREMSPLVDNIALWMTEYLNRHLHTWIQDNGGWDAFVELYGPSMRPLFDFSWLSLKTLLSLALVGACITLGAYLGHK
Mcl1 Noxa PPI: disrupts binding of human Mcl-1 to Noxa peptide. Q07820. TR-FRET Mcl-1/Noxa peptide binding, 2 h. inhibition, % at 21.7 µM. hit rate 1.5% among 220,000. AID 1022;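 active = compounds that cut the protein-peptide binding signal by more than 50% relative to plate controls in a single-dose test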;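 also: His-tagged Mcl-1 with rhodamine Noxa BH3 peptide and terbium anti-His antibody; 0% = Mcl-1 plus Noxa peptide wells and 100% = peptide-only wells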
Bim-Mcl-1: disrupts Bim peptide binding to human Mcl-1; Q07820; Bead-based flow cytometry, Bim peptide-Mcl-1 binding; inhibition, % at 10 µM; hit rate 0.1% among 190,000; AID 1009;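 also: 0% = no compound tracer wells and 100% = peptide blocker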
An asterisk follows results filed as active; ? = inconclusive; nt = not tested or not shown. Rule as the data show it, unless noted: active = inhibition above about 40%.

SMILES | Bcl-W Bim block | Bim-Bcl-XL | Bim-Bfl-1 | Mcl1-Bid inh | RGS4-Gao reg | RGS7-Gao reg | Bim-Bcl-B | RGS8-Gao | Bim-Bcl-2 | Mcl1 Noxa PPI | Bim-Mcl-1
O=C1NC(=O)C(=Cc2coc3ccccc3c2=O)C(=O)N1 | 2 | 0 | 3 | -26 | 105 | 104 | 1 | 101 | 0 | 17 | -1
COc1ccc(/C=C2/C(=O)NC(=O)N(Cc3ccco3)C2=O)cc1 | 0 | -1 | -7 | 18 | 99 | 99 | -1 | 104 | -3 | 27 | -1
Cc1cccc(OCCn2cccc2/C=C2/C(=O)NC(=O)N(Cc3ccco3)C2=O)c1 | nt | nt | nt | -20 | 102 | nt | nt | 98 | nt | 27 | nt
C[N+]1(C)C2CCC1CC(OC(=O)c1ccccc1)C2 (stereo not given) | nt | nt | nt | -29 | 88 | ? | nt | 93 | nt | 22 | nt
CC1CN(c2ccc([N+](=O)[O-])cc2Cl)CCN1 (stereo not given) | -4 | -5 | -5 | -16 | 11* | 7.2* | -5 | 9.2* | -2 | -1 | -3
CC(C)(C)c1ccc(O)c(CN2CCN(c3ccccc3)CC2)c1 | -1 | -10 | -14 | -21 | 99 | 99 | -8 | 103 | -10 | 6 | -7
O=c1c2ccccc2nc(CN2CCCCCC2)n1-c1ccc(F)cc1 | 1 | 0 | -4 | -35 | 106 | 96 | -2 | 109 | -3 | -19 | 1
Cc1cc(/C=C2\C(=O)NC(=O)N(c3cccc(Br)c3)C2=O)c(C)n1C | -2 | -5 | 1 | -62 | 95 | 95 | -3 | 96 | -1 | 20 | -8
CCOC(=O)C1(Cc2ccc(Cl)cc2)CCN(C(C)CCn2cccn2)CC1 (stereo not given) | 1 | 1 | 0 | -11 | 104 | 106 | -2 | 101 | -1 | 1 | -33
c1ccc2c(NC3=NCCS3)cccc2c1 | -2 | -6 | -14 | -28 | 83 | 78 | -9 | 86 | -15 | 21 | -2

In the list so far, these have nitrogen in an aromatic ring.
SMILES | Bcl-W Bim block | Bim-Bcl-XL | Bim-Bfl-1 | Mcl1-Bid inh | RGS4-Gao reg | RGS7-Gao reg | Bim-Bcl-B | RGS8-Gao | Bim-Bcl-2 | Mcl1 Noxa PPI | Bim-Mcl-1
Cc1cccc(OCCn2cccc2/C=C2/C(=O)NC(=O)N(Cc3ccco3)C2=O)c1 | nt | nt | nt | -20 | 102 | nt | nt | 98 | nt | 27 | nt
O=c1c2ccccc2nc(CN2CCCCCC2)n1-c1ccc(F)cc1 | 1 | 0 | -4 | -35 | 106 | 96 | -2 | 109 | -3 | -19 | 1
Cc1cc(/C=C2\C(=O)NC(=O)N(c3cccc(Br)c3)C2=O)c(C)n1C | -2 | -5 | 1 | -62 | 95 | 95 | -3 | 96 | -1 | 20 | -8
CCOC(=O)C1(Cc2ccc(Cl)cc2)CCN(C(C)CCn2cccn2)CC1 (stereo not given) | 1 | 1 | 0 | -11 | 104 | 106 | -2 | 101 | -1 | 1 | -33

The list goes on.
SMILES | Bcl-W Bim block | Bim-Bcl-XL | Bim-Bfl-1 | Mcl1-Bid inh | RGS4-Gao reg | RGS7-Gao reg | Bim-Bcl-B | RGS8-Gao | Bim-Bcl-2 | Mcl1 Noxa PPI | Bim-Mcl-1
CC/C(=N\NC(=O)Nc1ccccc1)c1c(O)n(Cc2ccccc2)c(=O)[nH]c1=O | nt | nt | nt | -64 | 101 | ? | nt | 100 | nt | 12 | nt
CCCCn1c(=O)c(C(=O)NCc2ccncc2)c(O)c2ccccc21 | 4 | 5 | 7 | -18 | 87 | 84 | 5 | 89 | 4 | -3 | 6
CC1CCC/C=C/C2CC(O)CC2C(O)/C=C/C(=O)O1 (stereo not given) | -2 | -1 | -1 | -33 | 95 | 94 | -3 | 100 | -3 | 7 | -7
COc1ccc(C2N3CC(C)(C)CN23)cc1 (stereo not given) | -4 | -5 | -3 | -56 | 100 | 102 | -4 | 100 | -4 | 3 | -2
OC12Oc3ccccc3C=C1N1CCC2CC1 (stereo not given) | 3 | 5 | 1 | -29 | 101 | 99 | 1 | 100 | 6 | -18 | 4
CCOC(=O)c1c(C)n(Cc2ccccc2)c2ccc(OCC(O)Cn3nc(C)nc3C)cc12 (stereo not given) | -1 | -5 | -6 | 9 | 100 | 104 | -7 | 99 | -6 | 7 | 1
COc1ccccc1/C=N/N=C(/N)N[N+](=O)[O-] | 1 | -1 | -2 | -9 | 113 | 112 | -1 | 101 | -4 | -8 | -1
CC1CN(O)C2CCc3nonc3C12O (stereo not given) | 0 | 2 | -1 | -39 | 99 | 99 | 0 | 100 | 0 | 4 | 1
O=C(Cn1ncc2ccccc21)N1CCC2(CC1)OCCO2 | -2 | -7 | -17 | -27 | 101 | 100 | -9 | 100 | -10 | 8 | -2
COc1ccc(OCC(=O)N2CCN(C3CCC(c4ccccc4)CC3)CC2)cc1 (stereo not given) | -6 | -7 | -7 | -3 | 103 | 96 | -3 | 101 | -8 | 28 | -7
CCCC(C)(COC(N)=O)COC(=O)NC(C)C (stereo not given) | -2 | -4 | -2 | 1 | 94 | 92 | -1 | 95 | 0 | 8 | -3
O=c1[nH]c(=O)n(C2CCCCCC2)c(O)c1C=NCC1CCCO1 (stereo not given) | 0 | 0 | 0 | -20 | 103 | 100 | 0 | 99 | 1 | -13 | 1
CCOc1ccc(N2C(=O)/C(=C\c3cccs3)C(=O)NC2=S)cc1 | 2 | 0 | -6 | 36 | 94 | 93 | -1 | 87 | 1 | 67* | 2
CN1C(=O)C(=Cc2ccccc2Oc2ccc(Cl)c(F)c2)C(=O)N(C)C1=O | 4 | 0 | -6 | -37 | 99 | 96 | 0 | 98 | -3 | 32 | 2
C=CCn1c(O)c(C=Nc2c(C)n(C)n(-c3ccccc3)c2=O)c(=O)[nH]c1=O | nt | nt | nt | -20 | 98 | ? | nt | 100 | nt | 5 | nt
CCN1CCN(S(=O)(=O)c2ccc(Cl)nc2)CC1 | 1 | 0 | -4 | -2 | 100 | 104 | -4 | 104 | -3 | 4 | 1
CN(C)CC1CSCCC1(O)c1ccc(C(F)(F)F)cc1 (stereo not given) | -4 | -6 | -11 | -4 | 101 | 99 | -7 | 101 | -5 | 34 | -4
O=C(C1CCC(=O)N1Cc1ccc(F)cc1)N1CCC2(CC1)OCCO2 (stereo not given) | -1 | -3 | -4 | -11 | 95 | 94 | -2 | 99 | -4 | -7 | -2
CCCCn1c(O)c(/C(C)=N/NC(=O)Nc2ccccc2)c(=O)[nH]c1=O | nt | nt | nt | -12 | 103 | ? | nt | 103 | nt | 20 | nt
CN(C)C(=O)Oc1c(Cl)cc(Cl)c2cccnc12 | 0 | -3 | -4 | -20 | 100 | ? | -2 | 101 | -3 | -3 | 0
O=C1NC(=O)N(c2ccc3c(c2)OCO3)C(=O)/C1=C\c1ccc(N2CCCCC2)o1 | -7 | -12 | -4 | -29 | 97 | 98 | -9 | 103 | -5 | 3 | -5
COc1ccccc1OP(=O)(Nc1cccnc1)Oc1ccccc1OC | -1 | 0 | -4 | -16 | 97 | 96 | -4 | 95 | -6 | -5 | 0
O=C(Cn1c(=O)c(C(F)(F)F)nc2ccccc21)N1CCC2(CC1)OCCO2 | 2 | -1 | -10 | -37 | 102 | 107 | -4 | 100 | -5 | 5 | 2
CC(C)N1C(=O)CCC1C(=O)N1CCC2(CC1)OCCO2 (stereo not given) | -1 | -2 | -1 | -4 | 98 | 100 | -3 | 102 | -1 | 5 | -1
CCN(CC)c1ccc(CN2CC=C(c3ccc(F)cc3)CC2)cc1 | -1 | -5 | -16 | -10 | 105 | 102 | -6 | 102 | -10 | 28 | 0
CN(C)C(CNC(=O)Cc1c(Cl)cccc1Cl)c1ccccc1 (stereo not given) | -3 | -2 | -7 | -11 | 97 | ? | -9 | 99 | -4 | 5 | 0
CCN1C(=O)/C(=C/c2ccc3c(c2)CCN3CCCCl)C(=O)NC1=S | 1 | -6 | -4 | -73 | 87 | 86 | -11 | 97 | -5 | 81* | -2
C=CCn1c(O)c(C(CC)=NCCCO)c(=O)[nH]c1=O | -4 | 3 | -3 | -11 | 106 | 103 | 0 | 104 | -2 | -13 | 0
O=C(CN1CCCCC1)c1ccc2c(c1)OCO2 | nt | nt | nt | -12 | 102 | ? | nt | 102 | nt | 7 | nt
Cn1c(O)c(C=NCCN2CCNCC2)c(=O)n(C)c1=O | -6 | -8 | 0 | -3 | 101 | 101 | -4 | 103 | -5 | 5 | -3

Molecules from the list above containing a CF3 group (2):
SMILES | Bcl-W Bim block | Bim-Bcl-XL | Bim-Bfl-1 | Mcl1-Bid inh | RGS4-Gao reg | RGS7-Gao reg | Bim-Bcl-B | RGS8-Gao | Bim-Bcl-2 | Mcl1 Noxa PPI | Bim-Mcl-1
CN(C)CC1CSCCC1(O)c1ccc(C(F)(F)F)cc1 (stereo not given) | -4 | -6 | -11 | -4 | 101 | 99 | -7 | 101 | -5 | 34 | -4
O=C(Cn1c(=O)c(C(F)(F)F)nc2ccccc21)N1CCC2(CC1)OCCO2 | 2 | -1 | -10 | -37 | 102 | 107 | -4 | 100 | -5 | 5 | 2

Next records follow.
SMILES | Bcl-W Bim block | Bim-Bcl-XL | Bim-Bfl-1 | Mcl1-Bid inh | RGS4-Gao reg | RGS7-Gao reg | Bim-Bcl-B | RGS8-Gao | Bim-Bcl-2 | Mcl1 Noxa PPI | Bim-Mcl-1
CCN(CC)P(=O)(Oc1ccccc1)Oc1ccccc1 | nt | nt | nt | -45 | 99 | ? | nt | 101 | nt | 6 | nt
Cc1cccc(C2=NCC(=O)N(CC(=O)NCc3ccco3)c3sc4c(c32)CCCC4)c1 | 2 | 3 | -5 | 8 | 95 | 97 | -3 | 97 | 0 | 21 | 0
O=C(CCC(=O)N1CCC2(CC1)OCCO2)Nc1nnc(C2CCCCC2)s1 | nt | nt | nt | -51 | 100 | ? | nt | 98 | nt | 0 | nt
CCc1ccc(CN2CCN(Cc3cc(Br)ccc3O)CC2)cc1 | -6 | -3 | 2 | 17 | 102 | 101 | 1 | 102 | -1 | 20 | -2
CCOc1cccc(C2NCc3ccccc3-n3cccc32)c1O (stereo not given) | 4 | -9 | -5 | -70 | 97 | 98 | -4 | 99 | 0 | 8 | 1
CC1=NN(c2ccccc2)C(=O)C1/C=C1/C(=O)NC(=O)N(c2cc(C)cc(C)c2)C1=O (stereo not given) | -1 | -1 | -1 | 10 | 102 | 103 | -1 | 98 | -4 | 20 | -2
Nc1ncc(P(=S)(N2CCOCC2)N2CCOCC2)s1 | 4 | 2 | 0 | -37 | 75 | 76 | 0 | 77 | -1 | -6 | -1

These rows are one share of the data; count on the stated rates, not on these rows.
